Source: PubChem (Sanford-Burnham Center for Chemical Genomics)
UBC13 polyUb = human UBC13 polyubiquitination inhibition. UBC13 polyubiquitin chain formation, TR-FRET. hit rate 0.47% among 330,000. inhibition, % at 20 µM. AID 485273; in the data active means inhibition above about 45%, passing the limit was not always enough
Target sequence (P61088 whole entry, looked up): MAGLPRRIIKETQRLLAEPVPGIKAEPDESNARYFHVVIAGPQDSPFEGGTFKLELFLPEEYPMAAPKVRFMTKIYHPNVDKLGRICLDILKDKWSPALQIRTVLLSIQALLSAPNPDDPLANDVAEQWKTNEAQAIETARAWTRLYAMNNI
Jurkat NFkB inh = inhibitors of the PMA/ionomycin-induced NF-kB reporter in Jurkat cells; PMA/ionomycin-induced NF-kB luciferase reporter, luminescence; inhibition, % at 4 µM; hit rate 0.53% among 330,000; in the data active means inhibition above about 50%
CCR6 antag = blocks CCL20-driven beta-arrestin recruitment at human CCR6; AID 493098; hit rate 0.49% among 340,000; P51684; CHO-K1 CCR6 PathHunter beta-arrestin, luminescence, CCL20-stimulated; inhibition, % at 20 µM;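 active means compounds whose inhibition of the agonist-driven luminescence signal at 20 µM reaches about 50%, limit read from the data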;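 further: cells stimulated with CCL20 at 14 nM final; plate controls were DMSO with CCL20 for no effect and DMSO without agonist for full effect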
Target sequence (P51684 whole entry, looked up): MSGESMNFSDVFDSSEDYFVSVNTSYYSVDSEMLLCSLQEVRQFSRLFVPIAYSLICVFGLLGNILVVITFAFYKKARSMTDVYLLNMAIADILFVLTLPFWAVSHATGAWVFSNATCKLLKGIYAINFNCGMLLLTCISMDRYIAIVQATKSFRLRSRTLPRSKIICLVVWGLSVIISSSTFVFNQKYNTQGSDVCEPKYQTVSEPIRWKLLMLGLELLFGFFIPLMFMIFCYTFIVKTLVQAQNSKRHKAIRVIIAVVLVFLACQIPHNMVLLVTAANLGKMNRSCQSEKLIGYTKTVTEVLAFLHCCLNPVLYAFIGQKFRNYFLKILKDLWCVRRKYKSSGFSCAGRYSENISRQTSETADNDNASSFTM
APJ antagonist = APJ receptor antagonism | P35414 | CHO-K1 APJ beta-arrestin complementation, luminescence | inhibition, % at 20 µM | hit rate 0.32% among 330,000 | AID 2521;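 active means inhibition above about 40% at 20 µM, limit read from the data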;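 further: cells challenged with 10 nM apelin-13 agonist together with compound; plate controls were apelin-13 plus DMSO wells for no effect and DMSO wells lacking apelin-13 for full effect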
Gli-Sufu block = blocks Gli-Sufu signaling in a luciferase reporter; Sufu-KO-LIGHT fibroblasts, Gli luciferase reporter luminescence; hit rate 0.74% among 340,000; inhibition, % at 5 µM;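 active means inhibition above about 55%, limit read from the data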;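 further: 0% = DMSO-treated cells and 100% = wells with medium but no cells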
EBI2 antag = antagonists of human EBI2 receptor. EBI2 beta-arrestin recruitment, luminescence, 7a,25-OHC stimulated. hit rate 0.81% among 360,000. inhibition, % at 5 µM; in the data active means inhibition above about 38%;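 further: enzyme fragment complementation signal reports receptor beta-arrestin coupling in cells; 0% = agonist plus DMSO wells and 100% = wells without agonist; some results beyond the cut were filed as inactive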
697 NFkB inh = inhibitors of the PMA/ionomycin-induced NF-kB reporter in 697 B cells; inhibition, % at 4 µM; 697 B-cell NF-kB luciferase reporter, 16 h; hit rate 0.33% among 330,000; in the data active means inhibition above about 35%
CXCR6 inh = inhibitors of human CXCR6 receptor; O00574; CHO-K1 PathHunter CXCR6 beta-arrestin, luminescence; inhibition, % at 20 µM; hit rate 0.36% among 360,000; AID 602244; in the data active means inhibition above about 34%, passing the limit was not always enough;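 further: antagonist mode with CXCL16 agonist at 10 nM final; 0% = 10 nM CXCL16 with DMSO and 100% = unstimulated wells without agonist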
Target sequence (O00574 whole entry, looked up): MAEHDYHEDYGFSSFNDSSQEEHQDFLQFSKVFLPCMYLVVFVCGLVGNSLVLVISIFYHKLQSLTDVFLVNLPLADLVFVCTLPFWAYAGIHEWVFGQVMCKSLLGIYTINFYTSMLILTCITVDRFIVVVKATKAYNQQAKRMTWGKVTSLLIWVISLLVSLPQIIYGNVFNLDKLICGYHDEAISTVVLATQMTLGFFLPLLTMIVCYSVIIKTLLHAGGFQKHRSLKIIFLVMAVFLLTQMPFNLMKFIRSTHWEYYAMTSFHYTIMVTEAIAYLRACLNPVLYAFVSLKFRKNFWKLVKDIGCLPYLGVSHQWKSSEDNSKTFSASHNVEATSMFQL
Active calls of the source: *; nt = not tested or not shown.

SMILES	UBC13 polyUb	Jurkat NFkB inh	CCR6 antag	APJ antagonist	Gli-Sufu block	EBI2 antag	697 NFkB inh	CXCR6 inh
CCOc1cc(/C=N/Nc2nc(N3CCCCC3)nc(N3CCCCC3)n2)ccc1OC(=O)c1ccco1	-20	-12	-6	5	9	0	-3	-3
O=C(CNS(=O)(=O)c1ccccc1)N1CCN(C(=O)c2ccco2)CC1	-3	-3	-10	-47	16	-2	5	-2
O=c1nc(N2CCCCC2)nc2n1CCO2	-6	-1	-21	-16	-26	-12	1	0
CNc1cc(F)nc(F)n1	-8	1	-2	-5	0	3	-11	-10
CCOC(=O)c1[nH]c2cc(OC)c(OC)cc2c1NC(=O)c1nonc1C	-6	-4	2	8	11	1	6	5
CC[C@@H]1C=C(C(=O)O)[C@H](c2ccc(OC)c(OC)c2)N1S(=O)(=O)c1ccc(C)cc1	9	-1	-15	3	4	-8	-6	2
COc1ccc(-c2c(-c3ccc(OC)cc3O)nc(C)nc2C(F)(F)F)cc1	0	20	9	19	9	14	-5	12
CCOc1nc(-c2ccccc2O)nc2ccccc12	-8	-28	22	8	5	9	-59	-1
COc1ccc(Nc2cc(C(=O)NCc3ccco3)c3ccccc3n2)cc1	9	-6	nt	7	nt	nt	4	nt
Cc1ccc(/C=C/C(=O)O)cc1S(=O)(=O)NCCCC(=O)O	-3	5	3	-8	-5	0	1	19
COc1cccc(OC)c1NC(=O)Cc1nn(C)c(=O)c2ccccc12	9	-6	2	6	4	-4	-20	-4
Cc1cccc(N(Cc2ccccc2F)S(C)(=O)=O)c1	4	13	-6	19	4	3	15	10
O=C(Nc1ccccc1Cl)c1ccc2c(c1)N(Cc1ccc(F)cc1)C(=O)CS2=O (stereo not drawn)	3	-9	5	0	13	-8	8	9
COc1ccc(C(=O)Nc2cc(OC)c(Cl)cc2Cl)cc1	9	-25	7	5	-37	6	-17	-3
CN(CC(=O)Nc1ccccc1Cl)C(=O)CSc1nnc(-c2ccco2)o1	-3	10	10	0	-2	-8	10	-6
Cc1ccc(CN2CCN(Cc3cnc(N4CCOCC4)s3)CC2CCO)o1 (stereo not drawn)	0	4	-11	-4	5	-5	4	-11
N#C/C(=C\c1c(N2CCC(C(N)=O)CC2)nc2ccccn2c1=O)C(=O)NCc1ccco1	5	1	13	-7	40	-1	4	-2
O=C(Nc1ccccn1)c1csc2c1CCCC2	-4	-82	10	5	-86	-12	-98	-3
Cc1ccc(C)c(-c2nnc(NC(=O)c3ccc([N+](=O)[O-])o3)o2)c1	-28	3	20	-104	-8	-18	-24	2
CCn1c(SCC(=O)Nc2ccccc2OC)nc(O)cc1=O	0	4	8	11	6	-10	9	4
CCCCOc1ccc(OCCSc2nc3ccccc3n2CC(=O)O)cc1	-10	-22	3	-18	6	-3	14	-4
COc1cccc(C(=O)Nc2ccccc2N2CCN(C(=O)c3ccccc3)CC2)c1	0	2	2	-7	-3	-21	-3	0
OC(CN1CCNCC1)Cn1c2ccccc2c2ccccc21 (stereo not drawn)	11	1	-3	-31	4	3	4	-2
N#CC(c1ccc(Cl)cc1)c1ccc(Cl)nn1 (stereo not drawn)	-1	14	6	-10	-8	7	-2	12
C=CCc1cc(OC)ccc1OCCN(C)Cc1ccccc1	2	-4	-5	4	-6	-12	11	-2

Brought forward from above: 6 compounds, followed by the next part.
SMILES	UBC13 polyUb	Jurkat NFkB inh	CCR6 antag	APJ antagonist	Gli-Sufu block	EBI2 antag	697 NFkB inh	CXCR6 inh
CCn1c(SCC(=O)Nc2ccccc2OC)nc(O)cc1=O	0	4	8	11	6	-10	9	4
CCCCOc1ccc(OCCSc2nc3ccccc3n2CC(=O)O)cc1	-10	-22	3	-18	6	-3	14	-4
COc1cccc(C(=O)Nc2ccccc2N2CCN(C(=O)c3ccccc3)CC2)c1	0	2	2	-7	-3	-21	-3	0
OC(CN1CCNCC1)Cn1c2ccccc2c2ccccc21 (stereo not drawn)	11	1	-3	-31	4	3	4	-2
N#CC(c1ccc(Cl)cc1)c1ccc(Cl)nn1 (stereo not drawn)	-1	14	6	-10	-8	7	-2	12
C=CCc1cc(OC)ccc1OCCN(C)Cc1ccccc1	2	-4	-5	4	-6	-12	11	-2
CCCCC(=O)Nc1cccc(NC(=O)CC)c1	10	9	1	-10	3	-12	20	-5
O=C(O)c1csc(Br)c1Br	5	-8	9	-6	-29	2	17	4
COC(=O)c1cc(S(=O)(=O)NCc2ccccc2OC)cn1C	0	15	12	12	11	4	-13	-2
Cc1ccc(C)c(NC(=O)NNS(=O)(=O)c2ccc(C)c(C)c2)c1	3	2	-1	4	-19	-5	24	-1
COCCCN1C(=O)N(c2ccccc2)C(=O)C1CC(=O)Nc1ccccc1 (stereo not drawn)	7	-6	6	-7	0	-6	-1	8
COc1cccc(/C=C2\SC(=S)N(CCCC(=O)N3CCCC3)C2=O)c1	7	7	11	-9	11	1	4	-2
CCCCC(NC(C)=O)c1nc2ccccc2n1CCCC (stereo not drawn)	5	-4	9	0	23	-1	-20	-2
COCCNC(=O)c1cc(-c2ccc(Cl)c(Cl)c2)on1	-1	-30	0	-1	-35	-3	9	1
O=C(COC(=O)/C=C/c1ccc([N+](=O)[O-])cc1)NC(c1ccccc1)c1ccccc1	-13	-2	-18	6	-4	33	-16	-22
COc1cc(/C=N/NC(N)=O)ccc1OC(=O)c1ccco1	-8	-6	-7	8	-4	-1	12	2
CC(C)CN(C(=O)COC(=O)CSc1ccccc1F)c1c(N)n(Cc2ccccc2)c(=O)[nH]c1=O	-1	4	9	18	-2	-4	26	-4
Cc1cc([N+](=O)[O-])cc2c1NC(=O)C2(O)N1CCOCC1 (stereo not drawn)	-5	11	9	0	-3	-14	23	1
O=C(CNC1CCCCCC1)Nc1ccccc1N1CCOCC1	3	8	10	1	13	24	8	1
O=C1ON=C(c2ccccc2)/C1=C/c1cccnc1	nt	nt	10	nt	-15	-16	nt	11
Cc1ccc(SC2CC(=O)N(c3ccc4c(c3)OCCO4)C2=O)cc1 (stereo not drawn)	-1	-6	10	15	-18	7	4	-3
Cc1ccc(-c2nnn(CC(=O)NC3CC4CCC3C4)n2)cc1 (stereo not drawn)	6	-7	9	-12	3	5	1	3
Cc1cccc(C)c1NC(=O)CS(=O)CC(=O)Nc1ccc(F)cc1F (stereo not drawn)	0	-7	9	-4	2	-19	16	4
COc1ccc(Nc2c([N+](=O)[O-])ccc3c2=NC2(CCCCC2)N=3)cc1	-155	-4	10	-20	-1	61*	-5	-3
COc1cccc(NC(=O)C2C3C=CC4(O3)C2C(=O)N(CCCN2CCCCC2)C4C(=O)NC2CCCCC2)c1 (stereo not drawn)	8	5	16	-34	3	6	1	-6
CSCCC(NC(=O)c1cccc(S(=O)(=O)N2CCOCC2)c1)C(=O)Nc1ccc(F)cc1 (stereo not drawn)	-10	7	8	11	68*	-8	7	2
Nc1ccc(C(=O)N2CCN(S(=O)(=O)c3ccc(Br)cc3)CC2)cc1[N+](=O)[O-]	-7	19	1	11	10	-3	2	2
Cc1noc(C)c1S(=O)(=O)Nc1ccc2c(c1)C(=O)N([C@H](C)CO)C[C@H](C)[C@@H](CN(C)C(=O)Nc1ccc3c(c1)OCO3)O2	-8	-7	9	4	-9	-8	0	-9
FC(F)Oc1ccc(NC(=S)NC2CCSc3ccccc32)cc1 (stereo not drawn)	-5	4	2	-31	3	15	-14	-10
O=C(O)CN1C(=O)NC2(CCOc3ccccc32)C1=O (stereo not drawn)	-3	-1	2	-4	3	-7	4	14
CCN1C(=O)CC(c2ccccc2)CC1=O	0	-7	-4	6	4	1	-2	-3

Profiles from above. Order of values: UBC13 polyUb	Jurkat NFkB inh	CCR6 antag	APJ antagonist	Gli-Sufu block	EBI2 antag	697 NFkB inh	CXCR6 inh
CC[C@@H]1C=C(C(=O)O)[C@H](c2ccc(OC)c(OC)c2)N1S(=O)(=O)c1ccc(C)cc1 as listed: 9	-1	-15	3	4	-8	-6	2
CCN1C(=O)CC(c2ccccc2)CC1=O as listed: 0	-7	-4	6	4	1	-2	-3

3 compounds out of the list, sorted by heavy-atom count, largest number first.
SMILES	UBC13 polyUb	Jurkat NFkB inh	CCR6 antag	APJ antagonist	Gli-Sufu block	EBI2 antag	697 NFkB inh	CXCR6 inh
Cc1noc(C)c1S(=O)(=O)Nc1ccc2c(c1)C(=O)N([C@H](C)CO)C[C@H](C)[C@@H](CN(C)C(=O)Nc1ccc3c(c1)OCO3)O2	-8	-7	9	4	-9	-8	0	-9
Cc1ccc(C)c(NC(=O)NNS(=O)(=O)c2ccc(C)c(C)c2)c1	3	2	-1	4	-19	-5	24	-1
COc1cc(/C=N/NC(N)=O)ccc1OC(=O)c1ccco1	-8	-6	-7	8	-4	-1	12	2

Next compounds.
SMILES	UBC13 polyUb	Jurkat NFkB inh	CCR6 antag	APJ antagonist	Gli-Sufu block	EBI2 antag	697 NFkB inh	CXCR6 inh
CCOc1ccc(NC(=O)C(CC)n2nc(C)c3c(C)n(-c4ccccc4)nc3c2=O)cc1 (stereo not drawn)	-1	2	19	28	7	-1	-3	4
COc1ccccc1NC(=O)CN1C(=O)COc2ccc(S(=O)(=O)N3CCOCC3)cc21	0	17	-5	-16	-10	-4	0	4
Cc1nc(-c2cccc(Cl)c2)n[nH]1	0	7	14	6	-8	0	-4	-8
CCOC(=O)N1CCN(Cc2cn[nH]c2-c2cc3ccccc3o2)CC1	2	4	3	-7	19	15	13	-2
Cc1nc(NCC2CCCO2)[nH]c(=O)c1CCC(C)C (stereo not drawn)	-1	-15	10	2	9	-7	-7	5
O=C(Nc1ccccc1C(=O)N1CCCC1)C1CCN(c2ncccn2)CC1	24	10	5	-5	0	-5	11	-12
Cc1noc(C)c1COc1ccccc1C(=O)N1CCN(S(=O)(=O)c2ccccc2C#N)CC1	nt	nt	1	nt	5	1	nt	2
CC(C)O/C(=N/S(=O)(=O)c1ccc(Cl)cc1)c1ccccc1	nt	nt	19	nt	1	4	nt	1
COc1ccccc1N1CCN(C(=O)c2cc3c(=O)n4cccc(C)c4nc3s2)CC1	3	-1	5	2	29	-3	-8	-2
COc1ccc(OC)c(NC(=O)c2ccccc2NS(=O)(=O)c2cccc3cccnc23)c1	-4	6	14	20	-6	0	7	3
O=C(NCC(c1ccco1)N1CCCC1)c1cccc(NS(=O)(=O)c2ccc(Br)cc2)c1 (stereo not drawn)	11	7	-3	-8	14	9	-14	-5
C=CCN1C(=O)C(Cc2ccc(F)cc2)S/C1=N/N=C/c1cccs1 (stereo not drawn)	-7	6	5	-13	2	6	-4	-15
CCc1ccc(-c2nnn(CCC#N)n2)cc1	4	-19	1	-7	-19	6	-2	-7
CC(C)Cc1ccc(C(=O)Nc2ccc(Cc3ccncc3)cc2)o1	-4	-2	3	-5	-1	-3	-9	-16
Cc1cc(-c2nnc(CCC(=O)N3CCN(Cc4cccc(F)c4)CC3)o2)c(C)o1	3	-8	16	7	2	16	1	-10
Cc1c(C)[n+](=O)c(-c2ccco2)c(C)n1[O-]	9	0	-19	-17	1	-16	-11	-3

2 compounds picked at random from those above:
SMILES	UBC13 polyUb	Jurkat NFkB inh	CCR6 antag	APJ antagonist	Gli-Sufu block	EBI2 antag	697 NFkB inh	CXCR6 inh
Cc1noc(C)c1COc1ccccc1C(=O)N1CCN(S(=O)(=O)c2ccccc2C#N)CC1	nt	nt	1	nt	5	1	nt	2
Cc1cc(-c2nnc(CCC(=O)N3CCN(Cc4cccc(F)c4)CC3)o2)c(C)o1	3	-8	16	7	2	16	1	-10
